Bioassay records from PubChem.
BL2 CD40 inh: inhibitors of CD40-induced NF-kB signaling, primary screen, BL2 cells, luciferase reporter, single point; CD40L-induced, 4 h; inhibition, % at 10 µM; hit rate 0.94% among 83,000;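 active = mean inhibition of at least 50% with a set share of replicates also reaching that level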;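 also: 0% = neutral control wells and 100% = IKK inhibitor VII at 50 µM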
The depositor's hits bear a star; & = joins results of further samples; [ ] = dose if it differs, or a comment.

BL2 CD40 inh,SMILES
0[25 µM],COc1ccc(S(=O)(=O)N(C)C[C@H]2Oc3ccc(NS(=O)(=O)c4c(C)noc4C)cc3C(=O)N([C@H](C)CO)C[C@H]2C)cc1
4,Cc1ccnc2nc(C(=O)OCC(=O)c3ccc(Cl)cc3)nn12
12[25 µM],Cc1noc(C)c1S(=O)(=O)N(C)C[C@H]1OCCCC[C@@H](C)Oc2ccc(NC(=O)CCC(F)(F)F)cc2C(=O)N([C@@H](C)CO)C[C@@H]1C
-2,O=C(c1cccs1)c1coc2ccc(O)c(CN3CCOCC3)c12
5,CC(C)C(=O)N1CCC1(C)C(=O)NCc1ccc(C(C)(C)C)cc1 (stereo not given)
-26,O=C(C1CCC1)N1CC[C@@H]2[C@H](CO)Nc3ccc(Br)cc3[C@@H]21
5,CCOc1cccc(-c2cc(N3CCN(CCO)CC3)n3nccc3n2)c1
0,CN(Cc1ccccc1)c1nc2c(c(=O)[nH]c(=O)n2C)n1CCCSc1ncccn1

Continued; it opens with the 5 that closed the last part.
BL2 CD40 inh,SMILES
-2,O=C(c1cccs1)c1coc2ccc(O)c(CN3CCOCC3)c12
5,CC(C)C(=O)N1CCC1(C)C(=O)NCc1ccc(C(C)(C)C)cc1 (stereo not given)
-26,O=C(C1CCC1)N1CC[C@@H]2[C@H](CO)Nc3ccc(Br)cc3[C@@H]21
5,CCOc1cccc(-c2cc(N3CCN(CCO)CC3)n3nccc3n2)c1
0,CN(Cc1ccccc1)c1nc2c(c(=O)[nH]c(=O)n2C)n1CCCSc1ncccn1
0[25 µM],COCC(=O)N1[C@H](CO)[C@H](c2ccccc2-c2ccccc2)[C@@H]1C#N
4,Cc1cc(C(=O)CCC(=O)NCc2ccccc2F)c(C)s1
2,CCOC(=O)c1nnn2c1nc(Nc1cccc(C(F)(F)F)c1)c1ccccc12
9,Nc1cnc(Br)cc1Br
15,Cc1cc(NC(=O)Cc2ccccc2)c2ccccc2n1
-4[25 µM],N#C[C@@H]1[C@@H](c2ccc(-c3cncnc3)cc2)[C@H](CO)N1C(=O)Cc1ccccc1
4[25 µM],C[C@@H](NC(=O)C[C@@H]1C=C[C@@H](NC(=O)c2cccnc2)[C@@H](CO)O1)c1ccccc1
-13,O=[N+]([O-])c1ccc(-c2csc(COc3ccccc3)n2)cc1

The list continues.
BL2 CD40 inh,SMILES
9,COc1ccccc1NC(=O)Nc1c(C)nn(C)c1C
-5,COC(=O)c1c(C)[nH]c(C(=O)OC(C)C(=O)NC2CCCCC2C)c1C (stereo not given)
-22[25 µM],CN1C(=O)c2cc(NC(=O)c3cnccn3)ccc2OC[C@H]2O[C@H](CC(=O)NCC3CCCCC3)CC[C@H]21
5,O=C(CCCN1C(=O)NC2(CCCC2)C1=O)NCc1ccccc1
4,CC(C)CN(C(=O)CCCc1nc2ccccc2c(=O)[nH]1)c1c(N)n(Cc2ccccc2)c(=O)[nH]c1=O
-8,CCOC(=O)C(C)c1ccc2cc(OC)ccc2c1 (stereo not given)
-6,COc1cc(NC(=S)NN2CCN(C)CC2)cc(OC)c1OC
1[25 µM],O=C(CN1CCOCC1)N1C[C@@H]2N[C@H](C1)C2c1ccc(-c2ccncc2)cc1 (stereo not given in full)

Going on with the list:
BL2 CD40 inh,SMILES
-4,CC(=O)N1[C@@H]2CN(S(C)(=O)=O)C[C@H]1C2c1ccc(-c2ccc(F)cc2)cc1 (stereo not given in full)
4,N#C[C@H]1[C@H](c2ccc(C#CC3CC3)cc2)[C@H](CO)N1C(=O)Cc1ccccn1
-4,Cc1cc(NC(=O)CSc2nc(=O)n3cccc(C)c3n2)no1
3,CN(CC(=O)Nc1ccc(Cl)cc1)C(=O)c1ccc(NS(=O)(=O)c2ccc3[nH]c(=O)[nH]c3c2)cc1
12[25 µM],O=C(CC1CC1)N1[C@H](CO)[C@H]2c3ccccc3N(S(=O)(=O)c3ccccc3F)C[C@H]21
-1,CCOn1c(=O)c(C)[n+]([O-])c2ccccc21
-5[25 µM],Cc1ccc(CN2CC(=O)N3[C@H](C2)[C@H](c2ccc(-c4ccccc4F)cc2)[C@@H]3CO)cc1
-39,Cc1nc2nc(-c3ccccc3)[nH]n2c(=O)c1C

3 entries from above in another layout:
smiles	BL2 CD40 inh
CC(=O)N1[C@@H]2CN(S(C)(=O)=O)C[C@H]1C2c1ccc(-c2ccc(F)cc2)cc1 (stereo not given in full)	-4
N#C[C@H]1[C@H](c2ccc(C#CC3CC3)cc2)[C@H](CO)N1C(=O)Cc1ccccn1	4
Cc1cc(NC(=O)CSc2nc(=O)n3cccc(C)c3n2)no1	-4

Going on with the list.
BL2 CD40 inh,SMILES
22,COc1cc(C(=O)COC(=O)C2CCN(c3ccc(C(F)(F)F)cn3)CC2)ccc1OC(F)F
8,COc1cccc(N2CCN(C(=O)c3ccc4ccccc4c3)CC2)c1
5,COc1ccc(NC(=O)c2cc3c([nH]c4ccccc43)c(C)n2)cc1
1,O=C(NCc1ccc2c(c1)OCO2)c1ccc(COc2cccc(Cl)c2)o1
-75,Cc1cc(F)ccc1-c1cc(C(=O)NC2CCCCC2)[nH]n1
-23,CC(=O)c1sc(NC(=O)CS(=O)(=O)c2ccccc2)nc1-c1ccccc1
-2,O=C(c1ccccc1)c1ccc[nH]1
0,CCCNC(=O)C1(C)CCCN(C(=O)c2cccc(OC(F)(F)F)c2)C1 (stereo not given)

(list continues)
BL2 CD40 inh,SMILES
4,CC(=O)N1CCN(C(=O)c2ccc(OC3CCN(Cc4ccccn4)CC3)cc2)CC1
9,CCCC(=O)Nc1ccc(Br)c(Cl)c1
4,C1=C(c2ccccc2)Nc2nnnn2C1
13,CSc1nc(-c2ccccc2)nc(NC(C)=O)c1C(C)=O
-14,Cc1ccc(C)c(-c2nnc(NC(=O)C3=COCCO3)o2)c1
0,COc1cccc(NC(=O)C2CCCN(S(=O)(=O)c3cccc4nsnc34)C2)c1 (stereo not given)
19,CSCCC(NS(=O)(=O)c1cccc(C(F)(F)F)c1)C(=O)N(C)CCOc1ccc(Cl)cc1 (stereo not given)
-3,NC(=O)C1CCN(C(=O)c2ccc(NS(=O)(=O)c3ccc(F)c(F)c3)cc2)CC1

New compounds follow
BL2 CD40 inh,SMILES
-3[25 µM],CCN1[C@H](C(=O)Nc2ccccc2)[C@@H](CO)[C@@H]2Cn3c(ccc(-c4ccncc4)c3=O)[C@@H]21
3,Cc1cc(C)c(N)c(C(=O)O)c1
10,CCOC(=O)c1ccc(NC(=O)Cn2c(-c3nonc3N)nc3ccccc32)cc1
-56,O=C(CC1Sc2ccccc2NC1=O)c1ccc(Br)cc1 (stereo not given)
-1[25 µM],C/C=C/c1ccccc1[C@H]1[C@@H](C#N)N(C(=O)c2cccnc2)[C@@H]1CO
-6,O=C1c2ccccc2C(Nc2cccnc2)N1Cc1ccccc1 (stereo not given)
6,O=C(CCc1nc(-c2ccccc2)no1)Nc1cccnc1
6,COc1cccc(OC)c1CC1SC(=O)NC1=O (stereo not given)

Individual results from the list.
Cc1cc(C)c(N)c(C(=O)O)c1 in BL2 CD40 inh has 3
O=C(CCc1nc(-c2ccccc2)no1)Nc1cccnc1 in BL2 CD40 inh has 6
O=C1c2ccccc2C(Nc2cccnc2)N1Cc1ccccc1 (stereo not given) in BL2 CD40 inh has -6
CCN1[C@H](C(=O)Nc2ccccc2)[C@@H](CO)[C@@H]2Cn3c(ccc(-c4ccncc4)c3=O)[C@@H]21 in BL2 CD40 inh has -3[25 µM]
COc1cccc(OC)c1CC1SC(=O)NC1=O (stereo not given) in BL2 CD40 inh has 6

The results go on:
BL2 CD40 inh,SMILES
-16[25 µM],COc1ccccc1-c1cn(CC[C@@H]2CC[C@H](NC(=O)C3CCCCC3)[C@@H](CO)O2)nn1
10,COc1ccccc1-c1nc(C#N)c(N2CCC(Cc3ccccc3)CC2)o1
-2,CCN(CC)c1ccc(C(=O)O)cc1
5,COc1ccc(CCN(C)C/C=C/c2ccccc2[N+](=O)[O-])cc1OC
4,CC(OC(=O)Nc1cccc(Cl)c1)C(=O)O (stereo not given)
-36[25 µM],CCC(=O)N1CC[C@@H]2[C@H]1c1cc(-c3cccc(OC)c3)ccc1N(C)[C@@H]2CO
-1,COc1cccc(C#Cc2ccc3c(c2)[C@@H]2[C@@H](CCN2S(=O)(=O)c2cccc(OC)c2)[C@@H](CO)N3)c1
0,O=C(c1cc2nc(C3CC3)cc(C(F)F)n2n1)N1CCOCC1

The listing continues:
BL2 CD40 inh,SMILES
-50,COc1ccccc1Cc1nc(-c2ccc(Br)o2)no1
-13,C[C@H](CO)N1C[C@H](C)[C@H](CN(C)C(=O)Nc2ccc(F)cc2)OCc2ccccc2-c2ccccc2C1=O
7,COC(=O)c1ccc2ccccc2n1
-23,O=C(N/N=C/c1ccc2c(c1)OCO2)c1cccs1
5,COc1ccc(S(=O)(=O)NCC2CCCN(C(=O)c3cccnc3)C2)cc1 (stereo not given)
6,O=C(NC(=O)c1ccccc1)OCC(F)(F)F
6&-16[25 µM],COc1ccccc1NC(=O)N1[C@@H]2CNC[C@H]1C2c1ccc(-c2cccc(C#N)c2)cc1 (stereo not given in full)
-2,CCCN(CCC)CCCNC(=O)CN1C(=O)CSc2ccc(S(=O)(=O)N3CCOCC3)cc21

(listing goes on)
BL2 CD40 inh,SMILES
5,COC(=O)CNC(=O)C(NC(=O)OCc1ccccc1)C(C)C (stereo not given)
-6[25 µM],COc1ccccc1-c1ccc2c(c1)O[C@@H](CN(C)CC1CCOCC1)[C@@H](C)CN([C@@H](C)CO)S2(=O)=O
-2,O=C(NCC(F)(F)F)[C@H]1[C@H](CO)[C@H]2Cn3c(cccc3=O)[C@@H]1N2C(=O)C1CCC1
-4[25 µM],COc1ccc(S(=O)(=O)N2C[C@@H](O)COC[C@H]3O[C@H](CC(=O)N[C@H]4CCN(Cc5ccccc5)C4)CC[C@@H]32)cc1
1,O=C(C1CCCCC1)N1CC[C@@H]2[C@H]1c1cc(C#Cc3ccc(F)cc3)ccc1N[C@@H]2CO
2,COc1ccc(Cc2nnc(SCC(=O)Nc3ccccc3C)n(N)c2=O)cc1
5,CSc1nc2ncncc2[nH]1
8,O=C(COC(=O)CCc1c[nH]c2ccccc12)NCc1ccccc1

Following part.
BL2 CD40 inh,SMILES
4,CN(C)C(=O)c1ccc(NC(=O)COC(=O)/C=C/c2cccs2)cc1
10,CCOC(=O)C1CCCN(C(=O)COc2ccc(C(=O)c3ccc(F)cc3)cc2)C1 (stereo not given)
-7,CCCOc1cccc(-c2cc(-c3n[nH]c(=S)n3CC)c3ccccc3n2)c1
3[25 µM],CCCNC(=O)N1C[C@H]2[C@@H](c3ccccc31)[C@H](CO)N2C(=O)Cc1ccccn1
17,CCCn1c(CN(C)Cc2ccccc2)nc2c1c(=O)n(C)c(=O)n2C
2[25 µM],O=C(Nc1cc(F)ccc1F)N1CCCCN2[C@@H](CO)[C@@H](c3ccc(C4=CCCCC4)cc3)[C@@H]2C1
6,CC(C)NC(=O)N(C)C[C@H]1OCCCC[C@@H](C)Oc2ccc(NC(=O)NC3CCCCC3)cc2C(=O)N([C@@H](C)CO)C[C@H]1C
1,O=C(O)C(=Cc1ccccc1[N+](=O)[O-])c1ccccc1

Continuation.
BL2 CD40 inh,SMILES
3,COc1cc2c(cc1NC(=O)c1ccccc1-c1ccccc1C(=O)O)-c1ccccc1C2
6,CCOC(=O)C(Cc1c(F)cccc1Cl)c1ccno1 (stereo not given)
1[25 µM],COCC(=O)N1CC2(C1)[C@H](c1ccc(-c3ccc(C)cc3)cc1)[C@@H](CO)N2C(C)=O
3,CC(C)NC(=O)Cc1ccc(Br)cc1
10,O=C(CN1C(=O)NC(c2ccccc2)(c2ccccc2)C1=O)N1CCOCC1
5,Cc1nc(NCCCO)c(C#N)c2c1COC(C)(C)C2
-110,C=CCN(CC=C)C(=O)c1ccc(OC2CCN(S(=O)(=O)N(C)C)CC2)cc1
-50,COc1ccc(Cc2nc3ccc(C(=O)NCC4CCOCC4)cc3o2)cc1OC

(further entries)
BL2 CD40 inh,SMILES
9,O=C(Cc1cccnc1)N1CC(=O)N2[C@H](CO)[C@H](c3ccc(C#CC4CCCC4)cc3)[C@@H]2C1
-5,CCOCC(=O)Nc1ccc([N+](=O)[O-])cc1Cl
-38,Cc1cc(C(=O)CSc2cccc[n+]2[O-])c(C)n1-c1ccc(Br)cc1
4,CC1(C)Cc2cccc(OCC(=O)OCC(=O)Nc3ccccc3)c2O1
4,Cc1ccn2c(=O)nc(SCC(=O)N3CCC(Cc4ccccc4)CC3)nc2c1
10,O=C1CCC(C(=O)N(Cc2cccs2)C2(C(=O)NC3CCCCC3)CCCCC2)N1 (stereo not given)
4,CCOC(=O)CN(C#N)c1nc(C)cc(C)n1
-18,Cc1ccc2nc(SCC(=O)Nc3ccc(F)cc3F)nc(=O)n2c1

Next results follow.
BL2 CD40 inh,SMILES
1,ClC1(Cl)CC1Cn1c(C2CC2)nc2ccccc21 (stereo not given)
11,Cc1ccc(C)c(S(=O)(=O)N(C)c2ccc(OC(=O)CN3C(=O)NC4(CCCC4)C3=O)cc2)c1
-3,COc1ccccc1C(CNC(=O)c1ccc(NS(=O)(=O)c2ccc3c(c2)OCCO3)cc1)N(C)C (stereo not given)
8,COc1cccc(N2CCN(C(=O)CN(C)S(=O)(=O)c3ccc4c(c3)c(=O)n(C)c(=O)n4C)CC2)c1
18[25 µM],CNC[C@@H]1Oc2ccc(N(C)C)cc2C(=O)N([C@@H](C)CO)C[C@@H]1C
11,N=C(N)N1CCc2ccccc21
21[25 µM],O=C(Nc1cc(F)ccc1F)N[C@@H]1CC[C@H](CC(=O)N2CCc3ccccc3C2)O[C@H]1CO
-3[25 µM],O=C(Nc1ccccc1F)N1C[C@@H]2N[C@H](C1)C2c1ccc(-c2ccccc2)cc1 (stereo not given in full)

(more compounds)
BL2 CD40 inh,SMILES
-11[25 µM],COc1ccc2c3c(n(C)c2c1)[C@@H](CO)NCC31CN(CC2CCOCC2)C1
31,CCOC(=O)c1c(C)[nH]c(C)c1S(=O)(=O)NCCCN1CCOCC1
-4,COc1ccc(CCNC(=O)Cc2ccsc2)cc1
0,C[C@@H]1CN([C@H](C)CO)C(=O)c2c(c3ccccc3n2C)-c2ccccc2CO[C@H]1CN(C)S(=O)(=O)c1ccc(F)cc1
2,O=C(CCNS(=O)(=O)c1cccc2nsnc12)NCCC1=CCCCC1
28,COCC(=O)Nc1ncc(S(=O)(=O)c2ccc([N+](=O)[O-])cc2)s1
-15,Cc1nc(C(F)(F)F)c(C(=O)NC(=O)Nc2ccccc2)s1

Not all compounds are listed (hit frequency here may not be typical).
